Assay outcomes: PubChem, several laboratories
TNAP inh noacc: TNAP (human) inhibition, acceptor-free conditions. inhibition, % at 20 µM. 200,000 tested, 0.26% active. purified TNAP, CDP-star luminescence, 30 min. P05186;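 active = tissue-nonspecific alkaline phosphatase inhibition above about 50% at 20 µM in the single-dose screen, limit read from the data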;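 also: 0% = DMSO negative control and 100% = EDTA positive control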
Target sequence (P05186 whole entry, looked up): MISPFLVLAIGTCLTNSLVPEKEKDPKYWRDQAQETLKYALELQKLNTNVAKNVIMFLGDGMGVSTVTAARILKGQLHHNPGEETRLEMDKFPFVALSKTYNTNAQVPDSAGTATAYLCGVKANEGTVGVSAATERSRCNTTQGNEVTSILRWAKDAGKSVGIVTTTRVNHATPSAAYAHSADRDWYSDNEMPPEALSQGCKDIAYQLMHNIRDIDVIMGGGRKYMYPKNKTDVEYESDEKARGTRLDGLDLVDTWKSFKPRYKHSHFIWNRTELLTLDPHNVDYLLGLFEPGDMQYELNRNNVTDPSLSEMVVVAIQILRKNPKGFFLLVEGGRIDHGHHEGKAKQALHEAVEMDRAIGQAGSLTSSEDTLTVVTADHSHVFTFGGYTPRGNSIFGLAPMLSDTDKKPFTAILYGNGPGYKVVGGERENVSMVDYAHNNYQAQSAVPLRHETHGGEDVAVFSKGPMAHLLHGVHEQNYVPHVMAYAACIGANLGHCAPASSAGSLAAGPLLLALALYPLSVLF
PMI act hi M6P: activators of human phosphomannose isomerase at near-saturating mannose 6-phosphate | coupled PMI enzyme assay, resazurin fluorescence, 20 min; active compounds read high; 1 = untreated enzyme, 0 = substrate-free blank | AID 1216 | 190,000 tested, 0.34% active | activation factor at 20 µM;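 active = activation factor of 2 or more at 20 µM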
Target sequence (P34949 whole entry, looked up): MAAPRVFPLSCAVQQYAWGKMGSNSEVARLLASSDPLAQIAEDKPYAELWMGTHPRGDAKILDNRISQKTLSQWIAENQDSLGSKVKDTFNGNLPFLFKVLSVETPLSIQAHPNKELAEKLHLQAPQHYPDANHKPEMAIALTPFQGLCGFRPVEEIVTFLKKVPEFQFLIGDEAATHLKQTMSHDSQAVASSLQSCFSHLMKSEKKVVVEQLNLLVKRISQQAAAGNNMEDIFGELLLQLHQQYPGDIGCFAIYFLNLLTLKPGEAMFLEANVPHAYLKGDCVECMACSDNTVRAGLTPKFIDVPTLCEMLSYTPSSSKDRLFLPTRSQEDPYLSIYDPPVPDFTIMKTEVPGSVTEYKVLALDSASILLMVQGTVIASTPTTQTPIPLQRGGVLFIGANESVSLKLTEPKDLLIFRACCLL
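Test system – human PMI in coupled enzyme assay · Timing – 20 min incubation at room temperature · Detection – Diaphorase-driven resazurin-to-resorufin fluorescence, excitation 544, emission 590 nm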
TNAP inh hi DEA: blocks human TNAP under high phosphate acceptor concentration; P05186; inhibition, % at 20 µM; 200,000 tested, 0.03% active; purified TNAP, CDP-star luminescence, 1 M DEA; AID 1135;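 active = over 50% inhibition of tissue-nonspecific alkaline phosphatase at 20 µM in the single-dose screen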;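 also: plate controls were DMSO wells for no effect and EDTA-quenched wells as full inhibition for full effect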
bIAP inh: blocks bovine intestinal alkaline phosphatase activity; purified bovine IAP, CDP-star luminescence, 30 min; inhibition, % at 20 µM; 190,000 tested, under 10 active;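 active = over 50% inhibition of intestinal alkaline phosphatase at 20 µM in the single-dose screen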
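test system = bovine IAP enzyme | medium = DEA buffer 100 mM, pH 9.8, with MgCl2 1.0 mM, ZnCl2 0.02 mM | detection = luminescence | dosing = single compound dose of 20 µM, 2% DMSO final | incubation = 30 min reaction at room temperature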
Diaph inh CS: diaphorase inhibition or chemical oxidation counter-screen. diaphorase resazurin-to-resorufin fluorescence, NADH, 16 min; bacterial (C. kluyveri) enzyme, not human. inhibition, % at 20 µM. 190,000 tested, 0.69% active;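 active = primary screen inhibition at 20 µM above a set limit, cut at about 50% in these data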;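 also: plate controls were DMSO with full reaction for no effect and wells lacking NADH for full effect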
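Assay system: diaphorase enzyme from Clostridium kluyveri. Quantity: enzyme working solution with 0.14 U/mL diaphorase. Schedule: reaction incubation of 16 min at room temperature. Technique: resorufin fluorescence, excitation 544 nm, emission 590 nm. Controls: No-NADH positive control and DMSO neutral control.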
PMI activator: phosphomannose isomerase (human) activation | purified human PMI, coupled resazurin fluorescence, 20 min; active compounds read high; 1 = vehicle control, 0 substrate-free wells | AID 1214 | 190,000 tested, 0.005% active | P34949 | activation factor at 20 µM;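 active = activation factor of 2 or more at 20 µM, relative to plate controls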
L major viab: reduces viability of Leishmania major promastigotes. resazurin fluorescence viability. inhibition, % at 10 µM. 200,000 tested, 9% active. AID 1063; in the data active = inhibition above about 50%;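 also: promastigotes grown with compound for 44 hours at 28 °C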
Diaphorase act: activates diaphorase or chemically reduces, flagging diaphorase assay artifacts | Diaphorase/resazurin coupled assay, resorufin fluorescence, 16 min; active compounds read high; 1 = vehicle wells, 0 = NADH-free wells | activation factor at 20 µM | 190,000 tested, 0.005% active;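 active = diaphorase activity raised at least twofold by the compound at 20 µM; inactive = activation factor below 2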
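Test system: Clostridium kluyveri diaphorase, purified enzyme. Buffer or medium: 50 mM HEPES pH 7.4 buffer plus MgCl2 and Tween 20. Also added: 0.114 mM NADH and 0.1 mM resazurin, final amounts. Dosing: compound 20 µM once, DMSO 1%. Schedule: 16 min enzyme reaction, ambient temperature. Detection: fluorescence of resorufin, 544 nm excitation, 590 nm emission.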
TNAP act hi DEA: activators of human TNAP at high phosphate acceptor concentration. P05186. purified TNAP, CDP-star luminescence, 1 M DEA, 30 min; active compounds read high; 0 = EDTA background, 1 = DMSO-only activity. activation factor at 20 µM. 200,000 tested, under 10 active. AID 1136;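 active = activation factor at least 2 at 20 µM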
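Dosing: 20 µM single point. System: human TNAP. Amount: TNAP 1/800 final. Incubation: 30 min, room temperature. Read-out: TNAP activation factor scaled between EDTA and DMSO control wells. Signal: luminescence from CDP-star hydrolysis. Medium: 1 M DEA, pH 9.8, Mg2+, Zn2+. Control set: EDTA negative control, DMSO positive control.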
bIAP act: increases bovine intestinal alkaline phosphatase activity. purified bovine IAP, CDP-star luminescence, 30 min; active compounds read high; fold of DMSO-control signal, blank-subtracted. activation factor at 20 µM. 200,000 tested, 0.17% active. AID 1016;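 active = activation factor of 2 or more at 20 µM, a signal rise over negative controls twice the positive control's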
* = called active by the depositor; i = inactive.

SMILES | TNAP inh noacc | PMI act hi M6P | TNAP inh hi DEA | bIAP inh | Diaph inh CS | PMI activator | L major viab | Diaphorase act | TNAP act hi DEA | bIAP act
CCC(c1ccccc1)c1nc(-c2ccccn2)no1 (configuration not stated) | 5.5 | 1 | -4.1 | 4.7 | 2.6 | 1.1 | -2.1 | 1 | 1 | 1
CN1CCN(CC(O)COc2ccc(Cl)cc2)CC1 (configuration not stated) | -16.2 | 1.1 | -3.1 | 14.3 | 2.5 | 1.1 | 86.2* | 1 | 1 | 0.9
Cc1noc(C)c1C(=O)N1CCN(Cc2ccc3c(c2)OCO3)CC1 | -15.6 | 0.9 | -5.8 | 5.8 | 13.8 | 1 | -4.5 | 0.9 | 1.1 | 0.9
CCS(=O)(=O)c1nc(S(=O)(=O)c2ccc(Cl)cc2)c(N2CCc3ccccc3C2)s1 | -16.4 | 0.9 | 0.9 | 16.7 | 12.5 | 0.8 | 50.7* | 0.9 | 1 | 0.8
CC1CCCC(C)N1C(=O)Cn1cc(C#N)c2ccccc21 (configuration not stated) | -10.4 | 0.9 | -4.5 | 1.0 | 20.6 | 1 | 1.2 | 0.8 | 1 | 1
Cn1ccnc1C(O)c1ccc(OCc2ccccc2)cc1 (configuration not stated) | -6.7 | 1 | -6.0 | -75.6 | 8.6 | 1 | 8.0 | 0.9 | 1.1 | 1.8
C=CC(=O)NC(C)(C)CCN1CCOCC1 | -9.3 | 1 | -3.3 | 5.3 | 11.1 | 0.9 | -3.8 | 0.9 | 1 | 0.9
Cc1cc[n+](CC2OCc3ccccc3CO2)cc1 | -11.4 | 0.9 | -7.4 | 5.7 | 6.8 | 1 | -3.0 | 0.9 | 1.1 | 0.9
N#CC(=C1CCCC1)c1nc(-c2cc3ccccc3oc2=O)cs1 | -9.1 | 1 | -0.5 | 12.8 | 14.7 | 1 | -4.0 | 0.9 | 1 | 0.9
COc1ccc(NC(=O)Cn2cccc2)cc1Cl | -17.7 | 1.1 | -2.7 | 10.7 | 9.7 | 1 | -4.1 | 0.9 | 1 | 0.9
COc1ccccc1N1CCN(C(c2ccc(N(C)C)cc2)c2nnnn2CCc2ccccc2)CC1 (configuration not stated) | -8.8 | 0.8 | -3.9 | 14.0 | 5.5 | 1 | 16.7 | 0.9 | 1 | 0.9
CC(C(=O)NCc1ccccc1)N(CCN1CCOCC1)C(=O)c1snc(C(N)=O)c1N (configuration not stated) | -11.3 | 1 | -4.6 | -3.9 | 1.4 | 1.1 | -10.7 | 1 | 1 | 1
O=C(NC1CCCCC1)C(c1ccco1)N(Cc1ccco1)C(=O)c1ccco1 (configuration not stated) | 6.2 | 1 | -4.2 | 5.0 | 4.8 | 1.2 | 4.7 | 1 | 1 | 0.9
CS(=O)(=O)Nc1ccc2[nH]c(=O)[nH]c2c1 | -12.1 | 1 | -6.5 | -7.9 | 11.7 | 1 | -4.6 | 0.9 | 1.1 | 1.1
O=C(NCCNc1ccc([N+](=O)[O-])cc1C(F)(F)F)c1cccc(F)c1 | -11.3 | 0.8 | -0.7 | -11.5 | 30.3 | 0.8 | 7.8 | 0.7 | 1 | 1.1
Cc1nc(SCC(=O)N2CC(C)OC(C)C2)nc(C)c1C (configuration not stated) | 5.7 | 1.1 | 0.5 | 7.0 | 8.9 | 1.1 | -3.3 | 0.9 | 1 | 0.9
O=C(CSc1nccn1-c1ccc(F)cc1)NCc1ccc2c(c1)OCO2 | -11.1 | 1 | -8.0 | 10.2 | 18.2 | 1 | -3.2 | 0.8 | 1.1 | 0.9
C/C=C(/C)C(=O)OC1c2c(ccc3ccc(=O)oc23)OC(C)(C)C1OC(C)=O (configuration not stated) | -6.6 | 1 | -2.7 | 5.7 | 4.3 | 1 | 67.4* | 1 | 1 | 0.9
COCCNC(=O)C(c1cccs1)N(C(=O)Cn1nnc2ccccc21)c1ccccc1 (configuration not stated) | -8.6 | 1.1 | -0.7 | -7.1 | -5.6 | 1 | -3.3 | 1.1 | 1 | 1.1
Cc1cc(NC(=O)C2CC(=O)OC2c2ccccc2)no1 (configuration not stated) | -3.7 | 0.8 | 1.8 | 13.0 | 5.3 | 0.9 | -4.9 | 0.9 | 1 | 0.9
COc1ccc(OC2C(=O)N(Cc3ccc(F)cc3)C2c2ccc(OC)c(OC)c2)cc1 (configuration not stated) | -4.8 | 0.8 | 0.5 | 0.7 | 16.5 | 0.9 | 5.5 | 0.8 | 1 | 1
CCn1c(=O)cc(OCC(=O)NCCCN2CCN(c3cccc(Cl)c3)CC2)c2ccccc21 | -8.5 | 1 | -5.8 | -0.2 | 9.5 | 0.9 | 23.9 | 0.9 | 1.1 | 1
COc1ccc(C)cc1NC(=O)c1ccc2c(c1)OCO2 | -9.4 | 1 | -8.9 | 19.1 | -5.4 | 1 | 1.6 | 1.1 | 1.1 | 0.8
CCOc1ccc(NC(=O)COC(=O)C2(C)CC2(Cl)Cl)c([N+](=O)[O-])c1 (configuration not stated) | -6.1 | 0.9 | 1.8 | -0.7 | 6.8 | 1 | -1.2 | 0.9 | 1 | 1
CCOC(=O)c1c(NC(=O)C2C3CCC(O3)C2C(=O)O)sc2c1CCCC2 (configuration not stated) | -7.9 | 1 | -0.2 | -3.4 | 2.8 | 1 | -4.5 | 1 | 1 | 1
Cc1ccc(S(=O)(=O)[N-]c2nc3ccccc3nc2-n2cc[n+](CCC(C)C)c2)cc1 | -23.0 | 1.1 | -4.2 | -9.6 | 2.4 | 1.1 | 99.5* | 1 | 1 | 1.1
COc1ccc(N=C2NC(=O)CS2)c([N+](=O)[O-])c1 | -5.1 | 1 | -2.3 | -19.7 | 9.9 | 1 | 9.0 | 0.9 | 1 | 1.2
COc1cc2[nH]c(=S)nc(NCCC(C)C)c2cc1OC | -6.9 | 1 | -4.7 | -4.2 | 27.1 | 1.2 | 28.2 | 0.7 | 1 | 1
COc1ccc(CNC[C@@H](CCCCN(C)Cc2ccc(OC)cc2)N2C[C@H](c3ccccc3)N(CCc3ccc(Cl)c(Cl)c3)C(=O)C2=O)cc1 | -36.6 | 1 | -22.1 | i | -123.4 | 1.1 | 99.7* | 2.2* | 1.2 | 6.6*
CCOC(=O)C1=C(C)NC(SCC(N)=O)=C(C#N)C1c1ccncc1 (configuration not stated) | -3.1 | 1.1 | -7.6 | 10.2 | 17.2 | 1.1 | -0.5 | 0.8 | 1.1 | 0.9

Some entries already given with just PMI act hi M6P and bIAP act.
| Compound | PMI act hi M6P | bIAP act |
| --- | --- | --- |
| COc1ccc(N=C2NC(=O)CS2)c([N+](=O)[O-])c1 | 1 | 1.2 |
| Cc1noc(C)c1C(=O)N1CCN(Cc2ccc3c(c2)OCO3)CC1 | 0.9 | 0.9 |
| COc1ccc(OC2C(=O)N(Cc3ccc(F)cc3)C2c2ccc(OC)c(OC)c2)cc1 (configuration not stated) | 0.8 | 1 |
| CC1CCCC(C)N1C(=O)Cn1cc(C#N)c2ccccc21 (configuration not stated) | 0.9 | 1 |

(next part)
SMILES | TNAP inh noacc | PMI act hi M6P | TNAP inh hi DEA | bIAP inh | Diaph inh CS | PMI activator | L major viab | Diaphorase act | TNAP act hi DEA | bIAP act
CN(C)C(CNC(=O)c1ccc2ccccc2c1)c1ccco1 (configuration not stated) | -13.4 | 1 | -5.0 | -9.7 | 9.6 | 1 | 3.0 | 0.9 | 1.1 | 1.1
CCc1nnc(NS(=O)(=O)c2ccc(NC(=O)OC)cc2)s1 | -11.9 | 1 | -4.1 | 2.8 | 3.2 | 1 | -7.7 | 1 | 1 | 1
Cc1ccc(C)n1-c1ccc2c(c1)COC2=O | 3.5 | 1 | -1.5 | -2.0 | 5.1 | 1 | -1.9 | 0.9 | 1 | 1
CCCC(=O)Nc1nnc(SCC(=O)Nc2ccc3c(c2)OCCO3)s1 | -9.4 | 1 | -3.9 | -6.7 | 12.8 | 1 | -2.6 | 0.9 | 1 | 1.1
O=C(c1cccc(-c2nnc(-c3ccccc3)o2)c1)N1CCCCCC1 | -4.9 | 1 | -0.2 | 7.1 | 7.8 | 1 | 5.2 | 0.9 | 1 | 0.9
CCC(=O)N1c2ccc(S(=O)(=O)CCC(=O)NCc3cccs3)cc2CC1C (configuration not stated) | -4.0 | 1 | -1.0 | -4.0 | 5.8 | 0.9 | -5.4 | 0.9 | 1 | 1
COc1ccc(/C=N/n2cnnc2)cc1COc1ccccn1 | -0.3 | 0.9 | -3.5 | 14.5 | 5.1 | 1 | -2.8 | 0.9 | 1 | 0.9
COc1cc(CNCCN2CCOCC2)ccc1OCc1c(Cl)cccc1Cl | -12.6 | 1.1 | 1.2 | 1.7 | 8.6 | 1.2 | 86.4* | 0.9 | 1 | 1
CCOC(=O)C1=C(Cc2ccc(Cl)cc2)C(=O)c2ccccc2C1=O | 2.1 | 1.6 | 3.3 | 22.1 | 36.9 | 1.2 | 91.2* | 0.6 | 1 | 0.8
CN(Cc1ncc[nH]1)C(=O)c1cc(COc2c(F)cccc2F)on1 | -1.0 | 0.9 | -1.1 | 1.4 | 7.1 | 0.9 | -0.9 | 0.9 | 1 | 1
N#CC(C(=O)NC1CCCCC1)=C1CCCCC1 | -9.4 | 0.9 | -4.3 | 5.2 | 5.9 | 1 | -4.8 | 0.9 | 1 | 0.9
CC(=O)NCCC(=O)N1CCc2c([nH]c3ccccc23)C1c1cccc(Cl)c1 (configuration not stated) | -10.8 | 0.8 | -3.5 | -6.8 | 20.7 | 0.9 | 4.2 | 0.8 | 1 | 1.1
CNC(=O)NC(=S)NC(=O)c1ccccc1Cl | -10.3 | 1.1 | -1.9 | -4.5 | 9.0 | 1.1 | -6.2 | 0.9 | 1 | 1
CCOC(=O)c1cc2cc3ccccc3cc2[nH]1 | -6.7 | 0.5 | 4.4 | -17.5 | 31.2 | 0.8 | -6.7 | 0.7 | 1 | 1.2
CN1CCN(c2ccc([N+](=O)[O-])cc2C(=O)Nc2ccccc2)CC1 | 3.5 | 1 | 5.7 | -0.1 | 9.0 | 1 | 7.5 | 0.9 | 0.9 | 1
CC(C)c1ccc(NC(=O)CSc2nnc(-c3ccccn3)n2C)cc1 | 2.6 | 0.9 | -3.3 | 0.0 | 11.3 | 0.9 | 1.3 | 0.9 | 1 | 1
CC(=O)C1=C(O)CCCC1=NCc1nc2ccccc2[nH]1 | -12.7 | 1.1 | -4.9 | -15.8 | -7.4 | 1 | 7.7 | 1.1 | 1 | 1.2

Outcome played no part in choosing rows; about 10% have a hit in one of these screens.
